HKDC1 inh: inhibitors of human hexokinase HKDC1 | Q2TB90 | recombinant HKDC1, G6PDH/diaphorase resazurin coupled fluorescence | inhibition, % at 20 µM | actives 0.16% (n = 340,000) | AID 493160;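 active means inhibition above about 35% when tested at 20 µM, limit read from the data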;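 further: plate controls were DMSO wells with enzyme for no effect and DMSO wells lacking enzyme for full effect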
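Assay system – recombinant HKDC1 (HK5) hexokinase enzyme, produced in-house · Input – HKDC1 at 5 µg/mL · Reagent – glucose plus 1 mM ATP as hexokinase substrates · Timing – 90 min reaction incubation at room temperature, dark · Measured by – G6PDH/diaphorase-coupled fluorescence, 1 mM NADP, 100 µM resazurin, 525/613 nm · Benchmarks – DMSO-enzyme wells negative, buffer-substituted wells positive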
SENP7 inh: inhibitors of human SENP7 protease; Q9BQF6; recombinant SENP7, Z-RLRGG-aminoluciferin luminescence, 40 min; inhibition, % at 5 µM; actives 1.5% (n = 330,000);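 active means inhibition above about 50% at the single test dose, limit read from the data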;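 further: plate controls were DMSO with enzyme for no effect and no enzyme buffer wells for full effect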
PfGluPho inh: PfG6PD (Plasmodium falciparum) enzyme inhibition; actives 0.78% (n = 350,000); PfGluPho enzyme, NADPH resazurin-diaphorase fluorescence; inhibition, % at 20 µM; AID 504690;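 active means inhibition reaching at least a set limit at 20 µM in the primary screen, cut at about 59% in these data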;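 further: 0% = DMSO wells with substrate and 100% = DMSO wells lacking glucose-6-phosphate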
MPTP block: permeability transition pore inhibition; isolated mouse mitochondria, Ca2+ swelling absorbance, 30 min; inhibition, % at 10 µM; actives 1.4% (n = 360,000);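 active means inhibition of 50% or more, scaled per plate between neutral and stimulator controls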;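 further: 0% = DMSO wells given calcium and 100% = 1 mM EGTA wells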
ATG4B inhibitor: blocks human ATG4B protease cleavage of LC3 substrate | Q9Y4P1 | ATG4B cleavage of LC3-PLA2, NBD-HPC fluorescence, 1 h | inhibition, % at 8.33 µM | actives 0.51% (n = 340,000) | AID 504462; in the data active means inhibition above about 40%
SENP8 inh: SENP8 (human) protease inhibition; Q96LD8; recombinant SENP8, Nedd8 substrate fluorescence; inhibition, % at 20 µM; actives 0.64% (n = 360,000); in the data active means inhibition mostly above about 40%, no sharp cut-off; inactive means mostly below about 27%
Target sequence (Q96LD8 whole entry, looked up): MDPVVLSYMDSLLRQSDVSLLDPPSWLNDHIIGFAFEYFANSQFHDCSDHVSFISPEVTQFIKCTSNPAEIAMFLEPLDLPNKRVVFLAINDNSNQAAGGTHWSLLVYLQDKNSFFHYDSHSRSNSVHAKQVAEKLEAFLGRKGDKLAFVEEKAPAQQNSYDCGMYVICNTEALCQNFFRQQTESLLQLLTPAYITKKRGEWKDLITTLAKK
SENP6 block: blocks the human protease SENP6. Recombinant SENP6 catalytic domain, aminoluciferin luminescence. inhibition, % at 10 µM. actives 1.8% (n = 330,000). AID 2599;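 active means inhibition above about 50% at the single tested dose, limit read from the data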;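 further: plate controls were DMSO wells with enzyme for no effect and DMSO wells lacking enzyme for full effect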
Target sequence (Q9GZR1 628-1112 limits assumed): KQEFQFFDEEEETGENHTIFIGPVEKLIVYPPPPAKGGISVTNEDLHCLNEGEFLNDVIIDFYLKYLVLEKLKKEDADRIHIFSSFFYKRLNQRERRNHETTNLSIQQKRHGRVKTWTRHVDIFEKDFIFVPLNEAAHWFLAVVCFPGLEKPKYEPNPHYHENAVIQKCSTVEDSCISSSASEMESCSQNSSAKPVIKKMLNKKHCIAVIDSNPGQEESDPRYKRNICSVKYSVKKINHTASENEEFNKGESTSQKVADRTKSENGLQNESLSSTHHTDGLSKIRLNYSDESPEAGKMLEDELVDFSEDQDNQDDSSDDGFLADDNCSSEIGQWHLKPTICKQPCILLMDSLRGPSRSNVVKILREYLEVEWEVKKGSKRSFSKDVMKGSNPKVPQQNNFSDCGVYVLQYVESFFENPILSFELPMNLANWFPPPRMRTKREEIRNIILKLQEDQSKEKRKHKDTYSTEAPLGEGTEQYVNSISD
NR3A LBD binder: NR3A (human) ligand-binding domain modulation | NR3A LBD differential scanning fluorimetry, Tm shift; 0% = protein alone, 100% = glycine-bound protein | Tm shift relative to glycine control, % at 25 µM | actives 2.5% (n = 340,000);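 active means melting temperature shift of at least 10% of the positive control shift, at one fixed dose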
* = called active by the depositor; / = no result given.

#	SMILES	HKDC1 inh	SENP7 inh	PfGluPho inh	MPTP block
1	Cc1cccc(/C=N/NC(=O)C[n+]2ccccc2)c1	0	8	5	-0.7
2	Cc1ccc(NN2C(=O)C=C(c3ccccc3)C2=O)cc1	2	-2	45	-1.0
3	Cc1cc2cc(C)c(NCCNC(=O)c3ccccc3)nc2cc1C	12	-3	-15	4.5
4	Cc1sc2ncnc(N3CCC(C(=O)Nc4nnc(CC(C)C)s4)CC3)c2c1C	4	11	-25	1.7
5	Nc1c(-c2ccccc2)cnn1-c1ccccc1	-1	83*	9	0.2
6	COc1ccccc1OCC(=O)OCC(=O)Nc1sccc1C(N)=O	-4	-10	11	0.9
7	O=C(CSc1nnc(-c2ccc(Br)cc2)n1CCc1ccccc1)NC1CCS(=O)(=O)C1 (stereo not drawn)	-7	4	-3	2.8
8	COc1cc(C(=O)NCCCNc2nc3cc(C)cc(C)c3cc2C#N)cc(OC)c1OC	5	-10	2	0.3
9	O=C(N1CCN(c2ncccn2)CC1)C12CC3CC(CC(C3)C1)C2	-3	0	9	3.4
10	Cc1c(C(=O)N(Cc2ccccc2)Cc2cccnc2)cnn1-c1ccc(F)cc1	4	-3	5	1.3
11	CC(C)c1ncc(S(=O)(=O)c2ccc(C(F)(F)F)cn2)c(N)n1	-5	1	-5	-0.9
12	Cn1nc(-c2ccccc2)cc1NC(=O)Nc1ccc(F)cc1	2	7	4	66*
13	C=CCn1c(/N=C/c2ccc3c(c2)OCO3)nc2ccccc21	1	0	-18	-3.6
14	O=C(Nc1cc(Br)c(O)c(Br)c1)c1cccc(NC(=O)c2ccco2)c1	0	-4	4	1.4
15	N#Cc1cc([N+](=O)[O-])ccc1NCCN1CCOCC1	-8	-2	0	1.2

#	ATG4B inhibitor	SENP8 inh	SENP6 block	NR3A LBD binder
1	1	5	0	4
2	-12	2	-5	-1
3	-17	-213	15	-2
4	1	2	-3	1
5	-9	11	79*	2
6	32	0	10	-1
7	-16	20	1	-1
8	-33	-319	2	1
9	-3	3	-17	-4
10	0	7	-5	1
11	0	6	6	0
12	-7	13	-17	-4
13	19	7	-1	-1
14	-10	7	-5	23*
15	4	12	4	-1

Continuation:
#	SMILES	HKDC1 inh	SENP7 inh	PfGluPho inh	MPTP block
16	CCOC(=O)c1cccc(COC(=O)c2cccc(-c3nnc(-c4ccccc4)o3)c2)c1	3	-10	-11	4.0
17	Nc1cc(C(=O)OCC(=O)N2CCN(C(=O)COC(=O)c3ccc(Cl)c(N)c3)CC2)ccc1Cl	-5	-3	2	-2.4
18	CN(C(=O)COC(=O)CNC(=O)C12CC3CC(CC(C3)C1)C2)C1CCS(=O)(=O)C1 (stereo not drawn)	-5	-5	-15	-0.2
19	Cc1nnc(SCC(=O)Nc2cc(S(=O)(=O)N3CCOCC3)ccc2N2CCCC2)s1	-2	/	5	-1.0
20	Cc1ccc(C(=O)NCC(=O)Nc2ccncc2)s1	-6	1	8	-0.5
21	Nc1ccc(Cl)cc1C(=O)OCC(=O)NC1CCS(=O)(=O)C1 (stereo not drawn)	-2	-3	5	-1.5
22	O=[N+]([O-])c1ccccc1-c1cc(-c2ccccc2O)n[nH]1	-6	14	7	19
23	CC(=NNC(=S)Nc1ccccc1Cl)c1ccccn1	-38	/	35	-0.2
24	Cc1ccc(S(=O)(=O)N2CCC(C(=O)NCCCOC(C)C)CC2)cc1	-14	9	-5	1.4
25	Cc1ccc(C2(C)NC(=O)N(CC(=O)Nc3ccc4[nH]c(=O)[nH]c4c3)C2=O)cc1 (stereo not drawn)	5	2	4	0.6
26	O=C(Nc1ccc(Cl)c(NC(=O)c2cccs2)c1)c1ccco1	-3	5	-1	0.9
27	CCOC(=O)CN(C(=O)COc1ccc2c(C)cc(=O)oc2c1)c1ccc(OCC)cc1	-5	2	-4	2.4
28	O=C(Nc1cc(C(F)(F)F)ccc1F)C1CCCCC1	4	7	17	-1.5
29	CN1CCN(CC#Cc2ccccc2)CC1CCO (stereo not drawn)	-6	-2	0	-2.5
30	CCOc1ccc(S(=O)(=O)N=C(c2ccccc2)N2CCOCC2)cc1	-5	8	-20	-0.6

#	ATG4B inhibitor	SENP8 inh	SENP6 block	NR3A LBD binder
16	-2	-1	35	-5
17	2	-296	2	2
18	-6	12	-10	-3
19	2	16	/	1
20	3	5	-3	-1
21	0	-426	3	0
22	40	10	61*	-3
23	0	19	/	-3
24	-24	13	7	-1
25	-7	-7	-15	-1
26	9	2	-12	0
27	-5	-66	-15	2
28	7	2	7	-1
29	-4	13	-8	0
30	4	1	-6	-2

Values by screen from the list:
Entries 19 to 24 in NR3A LBD binder read 1, -1, 0, -3, -3, -1
Entries 19 to 24 in ATG4B inhibitor read 2, 3, 0, 40, 0, -24

New compounds follow
#	SMILES	HKDC1 inh	SENP7 inh	PfGluPho inh	MPTP block
31	CC(OC(=O)C1CCN(S(=O)(=O)c2ccccc2)CC1)C(=O)Nc1ncc(Cl)cc1Cl (stereo not drawn)	-1	2	5	1.5
32	COc1ccc(-c2nc(CS(=O)CC(=O)NCc3ccc(F)cc3)c(C)o2)cc1 (stereo not drawn)	-3	1	0	-1.3
33	O=C(Nc1ccc(C(=O)NCCCN2CCN(c3ccc(F)cc3)CC2)cc1)C1=CSCCO1	1	5	0	-0.4
34	CCc1nnc(NC(=O)CSc2nnc(-c3cc4ccccc4cc3O)n2CCOC)s1	2	-1	-6	0.8
35	Cc1cc(C(F)(F)F)cc(NNC(=O)NC(=O)c2ccccc2Cl)n1	-4	5	1	-1.6
36	COc1cccc(OCC(=O)Nc2ccccc2-c2ccccc2)c1	3	-3	-8	5.1
37	COC(=O)c1ccc(NC(C(=O)OC)C(C)C)c([N+](=O)[O-])c1 (stereo not drawn)	0	-7	-6	1.5
38	COc1ccccc1-n1c(SCC(=O)Nc2nnc(C)s2)nc2c(c1=O)SCC2	-2	8	45	-0.8
39	CCn1c(SCc2nc3ccccc3[nH]2)nnc1-c1ccc(OC)cc1	-8	0	20	-1.3
40	O=C(O)CCCC(=O)Nc1ccc(S(=O)(=O)Nc2nccs2)cc1	-10	3	-14	1.1
41	NS(=O)(=O)c1ccc(CNc2ccc3ccccc3n2)cc1	-3	7	1	0.8
42	Cc1nc(CSc2ccc(Cl)cc2)cc(N2CC(C)OC(C)C2)n1 (stereo not drawn)	-5	-8	0	0.5
43	O=C(C1=COCCO1)N1CCN(c2nc3ccc([N+](=O)[O-])cc3s2)CC1	0	-2	10	-1.9
44	Cc1ccc(S(=O)(=O)c2c(C)cc(C)nc2N2CCOCC2)cc1	12	-2	-3	-2.4
45	COc1cc2[nH]c(=S)n(C3CCN(Cc4ccccc4)CC3)c(=O)c2cc1OC	-3	5	31	3.1

#	ATG4B inhibitor	SENP8 inh	SENP6 block	NR3A LBD binder
31	-12	3	23	1
32	13	5	-9	-3
33	2	3	7	-3
34	-1	-40	-22	3
35	2	16	2	1
36	39	12	-11	2
37	-3	27	4	9
38	-8	4	-1	-1
39	0	-16	-2	-1
40	7	9	0	-1
41	1	-101	-17	3
42	-6	15	5	-1
43	-8	10	-4	3
44	-8	8	-22	-1
45	3	6	-12	-5

Random excerpt: five entries already listed.
#	SMILES	HKDC1 inh	SENP7 inh	PfGluPho inh	MPTP block
29	CN1CCN(CC#Cc2ccccc2)CC1CCO (stereo not drawn)	-6	-2	0	-2.5
4	Cc1sc2ncnc(N3CCC(C(=O)Nc4nnc(CC(C)C)s4)CC3)c2c1C	4	11	-25	1.7
2	Cc1ccc(NN2C(=O)C=C(c3ccccc3)C2=O)cc1	2	-2	45	-1.0
16	CCOC(=O)c1cccc(COC(=O)c2cccc(-c3nnc(-c4ccccc4)o3)c2)c1	3	-10	-11	4.0
44	Cc1ccc(S(=O)(=O)c2c(C)cc(C)nc2N2CCOCC2)cc1	12	-2	-3	-2.4

#	ATG4B inhibitor	SENP8 inh	SENP6 block	NR3A LBD binder
29	-4	13	-8	0
4	1	2	-3	1
2	-12	2	-5	-1
16	-2	-1	35	-5
44	-8	8	-22	-1

Next section:
#	SMILES	HKDC1 inh	SENP7 inh	PfGluPho inh	MPTP block
46	O=c1[nH]c(-c2ccccc2)c(-c2ccccc2)nc1[N+](=O)[O-]	0	-3	7	0.3
47	O=C(C1CCCCC1)N1CCc2[nH]c3ccc(F)cc3c2C1	-3	3	6	1.1
48	Cc1cc(C)cc(C(=O)Nc2ccncc2)c1	-8	-9	-9	0.5
49	c1ccc(Cn2nnc3c(NCc4ccc5c(c4)OCO5)nc(C4CC4)nc32)cc1	-5	2	-12	-0.2
50	CCOC(=O)c1ccc(NC(=S)N(Cc2cccnc2)Cc2ccco2)cc1	-7	3	-8	1.8
51	O=C(O)c1c2c(nc3ccc(S(=O)(=O)N4CCC(C(=O)NC5CCCC5)CC4)cc13)CCCCC2	-6	3	-8	-1.9
52	Cc1nnc(NC(=O)NCN2C(=O)C3C4C=CC(C4)C3C2=O)s1 (stereo not drawn)	8	5	-17	-6.4
53	O=C(O)/C=C/C(=O)NCc1ccccc1	0	-2	-6	-0.7
54	CN(C)CCCNc1cc(C(C)(C)C)nc2c(-c3ccccc3)cnn12	-3	0	7	-4.9
55	CC(C)(C)NC(=O)CN(C(=O)Cn1nnc(-c2ccc(Cl)cc2)n1)C1CCN(Cc2ccccc2)CC1	3	-4	8	33
56	C=C1CCC[C@]2(C)C[C@H]3OC(=O)C(CNC(CC)CO)[C@H]3CC12 (stereo partly drawn)	1	-14	0	1.5
57	C=CCNC(=O)/C(=C\c1ccc2c(c1)OCO2)NC(=O)c1ccc(Br)cc1	-5	-7	-11	0.9
58	O=C(COC(=O)c1cc(Cl)nc(Cl)c1)NCc1ccc2c(c1)OCO2	-4	-5	0	0.2

#	ATG4B inhibitor	SENP8 inh	SENP6 block	NR3A LBD binder
46	3	6	-17	0
47	-3	6	-9	-2
48	-1	16	-10	1
49	-5	23	-11	2
50	-5	11	-3	-1
51	-12	2	-5	2
52	2	-18	9	1
53	-4	13	-11	0
54	1	-432	-17	0
55	-13	25	-17	-7
56	-3	12	-14	1
57	1	11	-9	-6
58	3	-41	0	0

Looked up above:
CN(C)CCCNc1cc(C(C)(C)C)nc2c(-c3ccccc3)cnn12 in SENP6 block is listed with -17
O=C(O)c1c2c(nc3ccc(S(=O)(=O)N4CCC(C(=O)NC5CCCC5)CC4)cc13)CCCCC2 in SENP7 inh is listed with 3

Screening results from PubChem.
